Screening results (PubChem)
G9a block = blocks human histone lysine methyltransferase G9a; AID 504332; Potency, µM (doses to about 102 µM), for inactives: top-dose activity, negative = inhibition, actives largely listed as inhibitors; G9a H3K9 monomethylation, AlphaScreen, 2 h; 8.8% of 350,000 active; further: on the % scale 0 is the no-effect control and ±100 the full control effect; nearly all actives have a fitted effect of over 75% in size
Target sequence (Q96KQ7 913-1193 limits assumed): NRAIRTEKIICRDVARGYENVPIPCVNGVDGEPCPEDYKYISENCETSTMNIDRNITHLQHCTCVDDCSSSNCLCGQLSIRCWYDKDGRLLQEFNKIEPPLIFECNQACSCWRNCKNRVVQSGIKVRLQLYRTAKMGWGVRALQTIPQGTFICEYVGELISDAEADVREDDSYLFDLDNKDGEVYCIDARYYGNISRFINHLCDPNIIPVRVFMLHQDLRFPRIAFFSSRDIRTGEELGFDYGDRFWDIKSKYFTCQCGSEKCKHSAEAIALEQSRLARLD
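G9a (20 nM) preincubated 15 min RT with compounds, then 500 nM biotinylated H3K9 peptide and 20 uM SAM added; 2 h RT reaction. Monomethyl-H3K9 product detected by AlphaScreen with anti-H3K9me1 antibody, streptavidin donor and anti-rabbit IgG acceptor beads.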
Tb PGK inh = T. brucei PGK inhibition; P07378; PGK/GAPDH coupled, Kinase-Glo luminescence, 60 min; Potency, µM (doses to about 57.5 µM), without a hit: at the top dose activity change, negative = inhibition, actives largely listed as inhibitors; 0.043% of 380,000 active; further: on the % scale 0 is the no-effect control and ±100 the full control effect; nearly all actives have a fitted effect of over 60% in size
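Luminescent ATP detection (Kinase-Glo Plus) follows a 60-minute room-temperature incubation, with wells lacking PGK as controls. Buffer: 100 mM TEA (pH 7.6), 5 mM MgCl2, 0.01% Tween-20. Coupling enzyme GAPDH (100 nM final) supplies unstable 1,3-BPG in-well.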
BLM helicase inh = inhibitors of human Bloom syndrome helicase BLM; 0.2% of 350,000 active; P54132; Potency, µM (highest dose often 56.1 µM), inactives show at the highest dose activity change, negative = inhibition, actives largely listed as inhibitors; AID 2528; recombinant BLM DNA unwinding, fluorescence dequenching;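 further: plate controls were vehicle for no effect and no enzyme for full effect; nearly all actives have a fitted effect of over 35% in size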
JMJD2A Tudor = inhibitors of human JMJD2A Tudor domain. O75164. AlphaScreen JMJD2A-Tudor / H3K4me3 peptide binding. Potency, µM (doses to about 114 µM), for inactives: top-dose activity change, negative = inhibition, actives largely listed as inhibitors. 4.4% of 390,000 active. AID 504339; further: on the % scale 0 is the no-effect control and ±100 the full control effect; nearly all actives have a fitted effect of over 50% in size
Pol iota inh = blocks human DNA polymerase iota activity. Q9UNA4. Pol iota fluorescent replication assay, 10 min. Potency, µM (series often up to 115 µM), without a hit: top-dose activity, negative = inhibition, hits mostly inhibitors. 1% of 390,000 active. AID 588590
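Pol iota at 10 nM preincubated 15 min with compounds at room temperature; reaction started with fluorescent substrate, 50 nM final. Fluorescence read kinetically at 0 and 10 min; buffer-only wells as negative control.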
BAZ2B inh = BAZ2B (human) inhibition | AlphaScreen BAZ2B-H3K14Ac peptide displacement | Q9UIF8 | 4.4% of 360,000 active | Potency, µM (highest dose often 114 µM), inactives show top-dose activity change, negative = inhibition, hits mostly inhibitors; further: on the % scale 0 is the no-effect control and ±100 the full control effect; nearly all actives have a fitted effect of over 60% in size
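Multi-concentration screen (max 110 uM) measuring displacement of acetylated histone H3 peptide from BAZ2B by AlphaScreen, using 50 nM protein, 50 nM peptide and 10 ug/mL streptavidin donor plus Ni-chelate acceptor beads.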
GLS inh = blocks human kidney-isoform glutaminase activity | O94925 | GLS enzymatic activity, qHTS titration | Potency, µM (highest dose often 45.5 µM), inactives show at the highest dose activity change, negative = inhibition, most hits filed as inhibitors | 0.21% of 410,000 active | AID 624170; further: on the % scale 0 is the no-effect control and ±100 the full control effect
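Glutamate formation by hKGA was monitored fluorometrically using coupled glutamate oxidase, HRP and Amplex Red. Substrate was added as 1 mM L-glutamine solution; incubation was 30 min at RT after an initial read.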
HP1b binding inh = inhibitors of HP1-beta chromodomain binding to methylated histone tails. P83916. AlphaScreen HP1-beta / biotin-H3K9me3 peptide binding. Potency, µM (highest dose often 114 µM), without a hit: at the highest dose activity change, negative = inhibition, actives largely listed as inhibitors. 0.56% of 390,000 active. AID 540317; further: nearly all actives have a fitted effect of over 70% in size; inactives centre near 23
Target sequence (P83916 whole entry, looked up): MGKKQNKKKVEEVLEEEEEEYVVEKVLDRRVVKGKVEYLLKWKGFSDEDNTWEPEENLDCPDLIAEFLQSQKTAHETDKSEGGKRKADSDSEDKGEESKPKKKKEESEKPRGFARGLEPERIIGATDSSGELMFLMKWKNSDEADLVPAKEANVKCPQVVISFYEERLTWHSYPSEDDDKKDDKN
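HP1-beta protein (50 nM final) preincubated 30 min at room temperature with biotinylated H3(1-18)K9me3 peptide (50 nM) in PBS pH 7.4, 0.01% Tween-20, then compound added for 30 min. AlphaScreen streptavidin donor/nickel chelate acceptor beads (10 ug/mL final), 30 min dark, luminescence read.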
Pin1 inh = inhibitors of human Pin1 | AID 504891 | Pin1 FP peptide displacement, HiFluor488, 10 min | Q13526 | Potency, µM (highest dose often 115 µM), for inactives: top-dose activity, negative = inhibition, actives largely listed as inhibitors | 0.009% of 390,000 active; active means well fitted inhibition curve with a large enough effect in the polarisation, with a control signal flat, not every such curve was filed as active; inconclusive means small, poorly fitted or top-dose-only effect, or effect the other way, or a change in a side signal; inactive means no such curve, though single readings can be large or run the other way; the % refers to the polarisation; further: on the % scale 0 is the no-effect control and ±100 the full control effect
Target sequence (Q13526 whole entry, looked up): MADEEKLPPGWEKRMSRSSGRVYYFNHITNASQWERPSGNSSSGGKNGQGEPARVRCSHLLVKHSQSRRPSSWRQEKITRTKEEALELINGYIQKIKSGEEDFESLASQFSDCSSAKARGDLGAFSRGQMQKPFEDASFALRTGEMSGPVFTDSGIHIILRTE
* hit, by the source's call; i = inactive; ? = inconclusive; . = not tested or not shown; & = joins results of further samples; [ ] = another dose, or the depositor's remark. Unless noted, the call rests on the fitted dose curve; in most records, active means well fitted curve in the direction sought with a large enough effect; inconclusive means small, poorly fitted or top-dose-only effect, or another doubt; inactive means no such curve, though single readings can be large; an effect the other way counts as inactive or inconclusive. Potency means the concentration at half of the fitted maximal effect.

SMILES	G9a block	Tb PGK inh	BLM helicase inh	JMJD2A Tudor	Pol iota inh	BAZ2B inh	GLS inh	HP1b binding inh	Pin1 inh
O=C(c1ccco1)N1CCN(Cc2cn[nH]c2-c2cccc3ccccc23)CC1	-1%	-8%	-1%	-3%	-2%	-17%	-4%	26%	2%
c1coc(CNc2nc3nonc3nc2NCc2ccco2)c1	?	4%	?	-31%[57.1 µM]	?	-15%	2%	-5%&33%	?
CCOC(=O)c1c(C)nc(SCC(N)=O)c(C#N)c1-c1ccccc1	-6%	-7%	4%	-11%	21%	-3%	7%	19%	1%
COc1ccccc1/C=C/C(=O)OCC(=O)NC1CC1	-35%	-9%	.	-13%	71%[activator]	8%	1%	1%	-12%
O=C(Cn1ccccc1=O)c1ccc(Cl)cc1	?	-4%	-1%	0%	18%	-6%	3%	37%	-3%
O=C(c1ccccc1)C1CC=CCC1C(=O)c1ccccc1 (stereo not given)	.	-7%	.	80%[activator]	-9%	.	-12%	47%[activator][57 µM]	0%
O=C(NC1CCCCC1)c1n[nH]c2c1CC(c1ccccc1)CC2 (stereo not given)	-11%[2.33 µM]	-1%	.	-20%	?	-3%	-3%	21%	9%
COCCCNC(=O)CSc1nc2sc(C(=O)OC)c(C)c2c(=O)n1N	80%[activator][59 µM]	-1%	-6%	-5%	14%	-1%	-4%	42%[activator]	-2%
CCN1CCN(CC(=O)Nc2nc3ccc(C)cc3s2)CC1	?	-7%	20%	-10%	4%	-22%	2%	39%[activator]	2%
CCCNC(=O)c1ccccc1NC(=O)c1ccccc1N(C)S(=O)(=O)c1ccccc1	3%	-5%	2%	-5%	12%	-4%	7%	9%	-3%
COc1ccccc1Nc1nc(N2CCOCC2)nc(N2CCOCC2)n1	.	-9%&-7%	0%	-14%	22%&19%	?	-2%&1%	47%&13%[activator]	-2%&-1%
Cc1nn2c(=O)cc(COC(=O)c3cccc(NC(=O)c4cccs4)c3)nc2s1	-10%[59 µM]	i	-17%	-10%	7%	-7%	6%	59%[activator]	0%
Nc1nc(NCCOCCO)nc(Nc2cccc(F)c2)c1[N+](=O)[O-]	15%	.	0%	-15%	-8%	9%	1%	30%	3%
CCCn1c(CN2CCN(c3cccc(Cl)c3)CC2)nc2c1c(=O)n(C)c(=O)n2C	?	-6%	-4%	-24%	-15%	-30%	5%	12%	?
COc1cc(/C=C/c2onc(C)c2[N+](=O)[O-])cc(OC)c1OC	.	6%	.	2%	125%[activator]	.	-9%	12%	1%
CCc1cc2c(=O)c(-c3cnn(-c4ccccc4)c3)c(C)oc2cc1OCC(=O)Nc1cccc(C)c1	-5%[59 µM]	4%	-3%	-6%	9%	-6%	2%	17%	-1%
O=C(CSc1nc2ccccc2c(=O)[nH]1)N1CCN(c2ccccc2)CC1	10%	-2%	-3%	-5%	-16%	?	-3%	13%	2%
O=C(CCCn1c(=O)oc2ccccc21)N1CCN(c2ccccn2)CC1	20%	4%	-4%	4%	100%[activator]	2%	1%	2%	7%
COc1ccc(C(=O)OCc2nnc(-c3ccccc3)o2)cc1S(=O)(=O)N1CCOCC1	-36%	i	.	-7%	-19%	-7%	-6%	20%	1%
CCCNC(=O)c1nc(C)n(-c2cc(Cl)cc(Cl)c2)n1	-1%	i	-2%	-5%	42%[activator]	-13%	3%	-16%	1%
CS(=O)(=O)N1N=C(c2ccco2)CC1c1ccccc1Cl (stereo not given)	-39%	2%	4%	-21%	11%	-35%	14%	27%	2%
COc1cccc2cc(C(C)=O)oc12	2%	4%	-5%	-4%	183%[activator]	-1%	6%	15%	0%
CC1CCCN(C(=O)CSc2nc3ncccc3[nH]2)C1 (stereo not given)	13%	11%	1%	-14%	101%[activator]	-27%	1%	17%	1%
O=C(CSc1ccccc1)N/N=C/c1ccccc1O	59%[activator][59 µM]	-7%	-6%	-8%	-4%	14%	5%	46%[activator]	-4%
CC(C)Sc1nc2ccsc2c(=O)[nH]1	6%	-1%	-1%	-5%[11.4 µM]	76%[activator]	-24%	0%	35%	-3%
Cn1nc(-c2ccc(Cl)cc2)cc1NC(=O)CC(C)(C)CC(=O)O	3%	-10%	1%	-7%	?	-8%	0%	20%	0%
COc1ccc(CNC(=O)c2cccc(-n3cnc4cccnc43)c2C)cc1	-25%[59 µM]	0%	-2%	-6%	20%	-8%	3%	23%	1%
CCOc1ccccc1Nc1ncnc2c1cnn2-c1ccc(C)cc1	6%[59 µM]	-8%	-7%	-2%	5%	9%	7%	37%[activator]	-3%
COc1ccccc1CNc1nc2ccccc2c2nc(-c3cccc(C)c3)nn12	6%[59 µM]	8%	-9%	-6%	5%	2%	0%	54%[activator]	6%
CCN(C(=O)CSc1nc(-c2ccccc2)cn1N)c1c(N)n(Cc2ccccc2)c(=O)[nH]c1=O	?	0%	.	-11%	-5%	-4%	17%	19%	5%
COc1ccc(C(=O)NC(Cc2c[nH]c3ccccc23)C(=O)O)cc1 (stereo not given)	14%	.	-4%	-15%	-29%	0%	12%	31%	11%
O=C(CN(C(=O)C1COc2ccccc2O1)c1ccccc1)NCC1CCCO1 (stereo not given)	20%[59 µM]	-5%	0%	-8%	29%	5%	0%	20%	0%
COc1cc2cc(Oc3ccc4ccc(=O)oc4c3)c(=O)oc2cc1OC(C)=O	3%[12.7 µM]	-4%	1%	-14%	-6%	-23%	-1%	11%	-4%
O=C(CCSc1ccc(Cl)cc1)NC1CCCC1	.	i	2%	-13%	-7%	10%	-2%	18%	1%
Cn1c(SCC(=O)Nc2ccc3nc(SCC(=O)NC4CC4)sc3c2)nnc1-c1ccccc1	9%	7%	-3%	-4%	?	9%	2%	18%	-1%
Cc1c(Cl)cccc1NC(=S)NCCc1ccc(S(N)(=O)=O)cc1	34%[59 µM]	-1%	-2%	-6%	19%	-3%	1%	56%[activator]	-18%
CCNC(=S)NNC(=O)Nc1ccccc1	3.2µM*	-3%	-2%	32µM*	13%	6%	0%	?	1%
CCCOc1ccc(-c2c(C(=O)N/N=C(\C)COc3ccccc3)nnn2-c2nonc2N)cc1	3%	-8%	-2%	-5%	-18%	-17%	0%	57%[activator]	-3%
CC(=O)NN1C(=O)c2ccccc2NC1c1ccccc1F (stereo not given)	2%[12.7 µM]	0%	-2%	-14%	12%	0%	9%	21%	-3%
Cc1ccc(NC2CCCN(C(=O)c3cccs3)C2)cc1C (stereo not given)	35µM*	7%	0%	-33%	22%	-38%	4%	-6%	-3%
O=C(NC(C(=O)c1ccccc1)n1ccc(=O)[nH]c1=O)c1ccccc1 (stereo not given)	-23%[12.7 µM]	-3%	-1%	-2%	34%[activator]	6%	23%	25%	-9%
CO/N=C/c1ccc(N2CCN(C(=O)c3ccc(Cl)cc3Cl)CC2)c([N+](=O)[O-])c1	20µM*	-5%	-10%	?	-11%	?	0%	-39%	-1%
COc1cc(OC)cc(C(=O)NNC(=O)c2ccc3ccccc3n2)c1	-20%	i	.	-4%	30%	18%	-1%	38%	1%
Cc1ccc(N2CC(C(=O)Nc3ccc4c(c3)OCO4)CC2=O)cc1C (stereo not given)	?	7%	-6%	?	-23%	?	22%	2%	-3%
CCN1CCCc2cc(CN(CCN3CCOCC3)C(=S)Nc3ccc(OC)c(Cl)c3)ccc21	50µM*	i	0%	?	9%	?	4%	18%	3%
CN(C(=O)COC(=O)Cc1ccc(Cl)cc1)C1CCCCC1	.	2%	.	-8%	77%[activator]	.	-1%	24%	5%
O=C(NCc1ccc2c(c1)OCO2)C(=O)Nc1cc2c3c(c1)CC(=O)N3CCC2	-38%	0%	.	-21%	25%	-9%	-1%	2%	-1%
CC1(C)Cc2cccc(Oc3ccc(S(=O)(=O)N4CCCCC4)cn3)c2O1	3%	5%	-4%	4%	153%[activator]	-3%	3%	53%[activator]	?
COC(=O)C1=C(C)N(C)C(=S)NC1c1cc(OC)ccc1OC (stereo not given)	-34%	i	-4%	-17%	9%	.	0%	41%[activator]	1%
Cc1cccc(C(=O)Nc2ccccc2OCc2cc(=O)n3ccccc3n2)c1	2%[59 µM]	-8%	-1%	-11%	20%	7%	-5%	20%[57 µM]	2%
CCCCc1c(C)nc(Nc2ccc(OC)cc2)[nH]c1=O	-6%	-2%	4%	-21%	24%	-6%	15%	16%	-9%
COc1ccc2c(c1)C1CC(C)(NC(=O)C1C(=O)c1ccccc1)O2 (stereo not given)	-1%[59 µM]	0%	-2%	-4%	-16%	-3%	1%	48%[activator]	3%
Cc1ccc(NC(=O)C2CCN(S(=O)(=O)c3ccc4c(c3)NC(=O)C(C)S4)CC2)c(Cl)c1 (stereo not given)	19%	-1%	-7%	-18%	16µM*	-3%	3%	44%[activator]	?
Cc1onc(-c2c(F)cccc2Cl)c1C(=O)Nc1nccs1	8%	10%	-3%	-13%	-11%	?	3%	36%	-3%
O=C(CN1CCCCC1)N/N=C/c1ccc(Cl)cc1Cl	.	i	-5%	-17%	12%	12%	1%	16%	-2%
O=C(NCc1ccc2c(c1)OCO2)c1cc(=O)[nH]c2ccccc12	-2%[12.7 µM]	-3%	-1%	-2%	20%	0%	-1%	38%	0%

Entries listed so far with a nitro group on carbon (3):
SMILES	G9a block	Tb PGK inh	BLM helicase inh	JMJD2A Tudor	Pol iota inh	BAZ2B inh	GLS inh	HP1b binding inh	Pin1 inh
Nc1nc(NCCOCCO)nc(Nc2cccc(F)c2)c1[N+](=O)[O-]	15%	.	0%	-15%	-8%	9%	1%	30%	3%
COc1cc(/C=C/c2onc(C)c2[N+](=O)[O-])cc(OC)c1OC	.	6%	.	2%	125%[activator]	.	-9%	12%	1%
CO/N=C/c1ccc(N2CCN(C(=O)c3ccc(Cl)cc3Cl)CC2)c([N+](=O)[O-])c1	20µM*	-5%	-10%	?	-11%	?	0%	-39%	-1%

These rows are one share of the data; rates above refer to the full screens.
